Growth percent in the NCI-60 one-dose screen (48 h, 10 µM unless noted): 100 = growth as untreated, 0 = no growth, -100 = all killed.
MALME-3M – MALME-3M melanoma; 78,000 tested, 5.8% active; AID 1794766
UACC-257 – UACC-257 melanoma | 78,000 tested, 4.4% active | AID 1794764
SK-MEL-28 – SK-MEL-28 melanoma; 81,000 tested, 4.1% active
UACC-62 – UACC-62 melanoma. AID 1794756. 81,000 tested, 5.4% active
SK-MEL-2 – SK-MEL-2 melanoma | 77,000 tested, 4.7% active | AID 1794763
MDA-MB-435 – MDA-MB-435 melanoma; AID 1794794; 82,000 tested, 7.8% active
LOX IMVI – LOX IMVI melanoma | AID 1794757 | 79,000 tested, 7.4% active
SK-MEL-5 – SK-MEL-5 melanoma. 80,000 tested, 6.4% active
Numbers without * were called inactive; x = no result given; & = joins results of further samples. Rule for the calls: active = growth percent below 10; inactive = the rest.

Compound	MALME-3M	UACC-257	SK-MEL-28	UACC-62	SK-MEL-2	MDA-MB-435	LOX IMVI	SK-MEL-5
S=c1nc(Cc2nc3ccccc3s2)[nH][nH]1	99	104	100	75	95	106	99	95
O=C(O)c1cccc2nc3c(C(=O)O)cccc3nc12	97	79	112	99	81	107	95	101
CC(c1ccccc1)N1C(=O)C(C2SC(=S)N(C(C)c3ccccc3)C2=O)SC1=S (configuration not stated)	70	82	87	78	101	57	x	99
NS(=O)(=O)c1ccc(N2C(=O)c3ccc4c5c(ccc(c35)C2=O)C(=O)N(c2ccc(S(N)(=O)=O)cc2)C4=O)cc1	102	98	104	91	107	104	105	100
COc1ccc(-c2nc(SCC(=O)Nc3ccc(C(C)=O)cc3)[nH]c(=O)c2C#N)cc1	103	85	101	x	104	111	96	100
COC(=O)c1cc(OC)nc(SC)n1	107	65	112	97	100	111	103	104
CCOc1ccc2nc(N(Cc3ccc(C(C)C)cc3)C(C)=O)sc2c1	87	98	93	81	105	104	97	94
C#CC1(OCC(CCl)OC(N)=O)CCCCC1 (configuration not stated)	82	x	97	108	100	105	98	98
CN1CCCc2cc(/C=C3\SC(=S)N(C(Cc4ccccc4)C(=O)O)C3=O)ccc21 (configuration not stated)	99	101	114	98	108	102	92	97
C/C(=N\N1C(=O)c2ccccc2NC1c1ccccc1)c1c(O)cc(C)oc1=O (configuration not stated)	95	97	101	74	99	104	74	89
COc1cc(C2C=C(c3ccc(Cl)cc3)N=C3SC=CN32)cc(OC)c1OC (configuration not stated)	98	101	94	107	113	101	97	107
COc1ccc(NC(=O)CSc2nc(C)c(C(C)=O)n2-c2ccccc2)cc1	93	106	105	72	102	92	96	100
O=S(=O)(O)c1c(O)ccc2ccccc12	110&126	97&121	115&123	112&98	100&113	107&116	94&101	102&105
N#CC1=C(N)Oc2c(ccc3ccccc23)C1c1cccs1 (configuration not stated)	36	75	41	29	52	-31*	x	-36*
COc1ccc(-c2cc(-c3c(C)oc4cc5occc5c(OC)c4c3=O)[nH]c(=O)c2C#N)cc1OC	118	x	x	x	104	109	96	103
CCCCCCCCCCCCCC[n+]1cccc(C(N)=O)c1	-34*	24	29	1.2*	-12*	-36*	16	-91*
COc1ccc2[nH]c(=S)cc(S)c2c1	107	88	117	88	111	106	102	100
CSc1nc2c(c(=O)[nH]1)C(c1ccc(Cl)cc1)C1=C(N2)/C(=C/c2ccc(Cl)cc2)CN(C)C1 (configuration not stated)	89	75	98	80	80	58	61	60
C/C=C(\C)C(C(=O)NC1CCCCC1)N(C(=O)C1CCc2cc(F)ccc2O1)c1ccc(F)c(Cl)c1 (configuration not stated)	89	84	x	66	92	80	90	82
O=C(c1ccccc1)N1Cc2cc(-c3ccccc3)nn2[C@H]2CCCCN21	102	102	107	97	113	100	99	102
C=CCn1c(SCC(=O)Nc2ccc(OC)cc2)nnc1-c1cc(-c2ccc(OC)cc2)nc2ccccc12	97	100	102	92	108	101	99	95
Cc1c(-n2cc(-c3ccccc3)c3c2ncn2nc(-c4ccc(Cl)cc4)nc32)c(=O)n(-c2ccccc2)n1C	96	113	122	79	86	94	82	79
O=C(CSc1nnnn1-c1ccccc1)c1cc2cc(Br)cc(Br)c2oc1=O	103	83	101	89	100	99	98	103
Cc1ccc(N(C(=O)C2CC2c2ccc(F)c(F)c2)C(C(=O)NCCN2CCOCC2)c2ccc(F)cc2)cc1 (configuration not stated)	105	87	106	98	103	99	103	101
CCN(CC)CCNc1ncnc2c1[nH]c1ccc(Cl)cc12	106	90	103	81	99	97	90	76
CC1=NN(c2cccc(Cl)c2)C(=O)/C1=C\c1cn(C[C@H](O)Cn2c3ccccc3c(=O)c3ccccc32)c2ccccc12	59	93	98	82	92	102	79	98
CCOC(=O)CC1C(CN=[N+]=[N-])OC(n2cnc3c(NC(=O)Nc4ccccc4)ncnc32)C1O[Si](C)(C)C(C)(C)C (configuration not stated)	97	87	116	83	91	93	96	104
Fc1ccc(-n2cc(COc3ncnc4c3cnn4-c3ccccc3)nn2)cc1Cl	102	103	106	95	110	102	104	101
CN(C)c1ccc(-c2cc(-c3ccc(Cl)cc3)nc3nc4ccccc4n23)cc1	106	102	98	88	102	93	111	89
O=[N+]([O-])c1cc(C(F)(F)F)cc2c1SC1=Nc3ccccc3CN12	115	93	119	103	113	107	105	97

Continued (6 carried over from the part before).
Compound	MALME-3M	UACC-257	SK-MEL-28	UACC-62	SK-MEL-2	MDA-MB-435	LOX IMVI	SK-MEL-5
CCN(CC)CCNc1ncnc2c1[nH]c1ccc(Cl)cc12	106	90	103	81	99	97	90	76
CC1=NN(c2cccc(Cl)c2)C(=O)/C1=C\c1cn(C[C@H](O)Cn2c3ccccc3c(=O)c3ccccc32)c2ccccc12	59	93	98	82	92	102	79	98
CCOC(=O)CC1C(CN=[N+]=[N-])OC(n2cnc3c(NC(=O)Nc4ccccc4)ncnc32)C1O[Si](C)(C)C(C)(C)C (configuration not stated)	97	87	116	83	91	93	96	104
Fc1ccc(-n2cc(COc3ncnc4c3cnn4-c3ccccc3)nn2)cc1Cl	102	103	106	95	110	102	104	101
CN(C)c1ccc(-c2cc(-c3ccc(Cl)cc3)nc3nc4ccccc4n23)cc1	106	102	98	88	102	93	111	89
O=[N+]([O-])c1cc(C(F)(F)F)cc2c1SC1=Nc3ccccc3CN12	115	93	119	103	113	107	105	97
O=C(O)CCC(=O)/C=C\c1ccc2c(c1)OCO2	105	114	111	107	100	111	105	110
CC1CC(C)C2=NOS3=C2C1=NO3 (configuration not stated)	x	100	106	100	100	105	99	96
CCCCNc1nc(-c2ccc(Cl)cc2)n2ncc(C#N)c2n1	121	86	105	67	78	87	94	88
Cc1ccc(C2(O)CCCCC2)cc1	105	92	102	107	111	99	90	102
O=C(NNC1CCN(Cc2ccccc2)CC1)c1ccccc1	x	105	111	98	106	118	x	121
COc1cc(C(=O)n2nc(C)cc2C)c(N2C(=O)/C(=C/c3ccccc3)N=C2c2ccccc2)cc1OC	110	113	102	86	101	98	x	82
Cc1nc(N2CCCCC2)[nH]c(=O)c1CN(C)N=O	111	117	112	103	95	106	110	106
CC(NCCOC(=O)c1ccc([N+](=O)[O-])cc1)c1ccccc1 (configuration not stated)	113	106	93	101	117	x	100	101
Nc1c(C(=O)Nc2ccccc2)sc2nc3c(cc12)CN(CCc1ccccc1)CC3	96	110	106	86	105	102	87	93
CCCCN=C(C)CC(=O)CC(=O)c1ccccc1	78	63	97	x	72	86	89	36
C=C1[C@]2(C(=O)OC)C3OC3(C)C(O)[C@@]1(C)CC1[C@@]3(C)CC[C@H](O)C(C)(C)C3CC[C@]12C (some centres not stated)	101	100	113	93	101	101	100	103
O=S(=O)(Nc1ccccn1)c1ccc(N=Nc2ccc(O)c3ncccc23)cc1	-20*	-24*	34	-4.6*	-30*	10	14	-5.0*
Cc1nc(CF)cc(=O)[nH]1	105	78	103	99	81	101	96	103
COc1ccc(C2CC(c3ccc(OC)cc3O)=NN2c2ccc(S(N)(=O)=O)cc2)cc1 (configuration not stated)	121	57	56	38	59	37	53	49
O=C1NC(=O)/C(=C/c2ccccc2[N+](=O)[O-])S1	88	99	89	83	97	91	89	77
O=C(CN(CC(=O)c1ccccc1)Cc1ccccc1)c1ccccc1	107	102	100	87	92	94	57	82
COc1cc(C2CC(c3cccc(Nc4ccncc4)c3)=NN2c2cc(Cl)cc(Cl)c2)cc(OC)c1OC (configuration not stated)	-78*	1.8*	-79*	94	71	-85*	-91*	2.6*
C[C@@H](CO)[C@@H]1CC[C@]2(C(=O)N3CCN(C)CC3)CC[C@]3(C)[C@H](CC[C@@H]4[C@@]5(C)CC[C@H](O)C(C)(C)[C@@H]5CC[C@]43C)[C@@H]12	105	98	106	78	90	76	39	83
O=C1CC(c2ccco2)Cc2oc3cc(O)c(O)cc3c21 (configuration not stated)	98	86	84	78	83	41	83	91
COCOc1cc2oc(C(=O)N[C@@H](Cc3ccccc3)C(=O)C(=O)NCCc3ccc(OC)cc3)c(C)c(=O)c2cc1OCOC	86	103	95	93	108	90	95	73
O=C(COc1ccc(/C=C2\COc3ccccc3C2=O)cc1)Nc1nccs1	88	99	87	96	73	105	63	x
CCCCCCCCCCCCCCCCCCNc1nc2ccccc2s1	103	97	115	100	114	109	97	104
COc1ccc(/C=C/C(=O)c2cccc(OCCCCOc3cccc(C(=O)/C=C/c4ccc(OC)cc4)c3)c2)cc1	98	95	104	75	108	103	95	96
COC(=O)[C@]1(C)CCC[C@]2(C)[C@H]3C[C@H]4C(C(C)C)=C[C@]3(CC[C@H]21)[C@H]1[C@@H]4[C@@H](OCCc2noc(C)n2)CC[C@@H]1OCCc1noc(C)n1	110	96	93	63	75	98	88	87
COc1ccc(S(=O)(=O)NC2C3c4ccccc4C(c4ccccc43)C2O)c(OC)c1 (configuration not stated)	117	110	109	87	105	100	100	98
Cc1ccc(-c2nnc3c4ccccc4c(C)nn23)cc1S(N)(=O)=O	93	103	106	81	102	87	78	88
O=C(Nc1ncc(Cc2ccccc2Cl)s1)c1cccs1	69	93	85	46	69	3.5*	62	73
O/N=C/c1ccc(O)cc1O	109	88	107	96	93	107	105	104
Cc1cc(Cl)ncc1[N+](=O)[O-]	99	78	97	98	88	92	105	100
S=C(c1cccs1)N1CCN(c2cccc(Cl)c2)CC1	81	105	104	88	99	108	109	92

Taken from above:
`O=C1CC(c2ccco2)Cc2oc3cc(O)c(O)cc3c21` (configuration not stated) in MDA-MB-435: 41
`O/N=C/c1ccc(O)cc1O` in LOX IMVI: 105
`COC(=O)[C@]1(C)CCC[C@]2(C)[C@H]3C[C@H]4C(C(C)C)=C[C@]3(CC[C@H]21)[C@H]1[C@@H]4[C@@H](OCCc2noc(C)n2)CC[C@@H]1OCCc1noc(C)n1` in MALME-3M: 110

Remaining list, next part
Compound	MALME-3M	UACC-257	SK-MEL-28	UACC-62	SK-MEL-2	MDA-MB-435	LOX IMVI	SK-MEL-5
C/C(=N/NC(=S)NC1CCCCC1)c1sc(Nc2ccc(F)cc2)nc1C	104	85	97	64	104	97	88	93
COc1ccc(C(=O)c2ccc(C)cc2)c(OC)c1OC	93	83	85	68	60	-25*	84	x
O=c1[nH]c(=O)c2cc(Sc3ccc(Cl)cc3)ccc2[nH]1	121	108	105	100	90	114	110	95
COc1ccc(C2=C(c3ccccc3)C(c3ccccc3)=C(c3ccc(OC)cc3)C2=O)cc1	73	84	98	58	82	75	72	86
O=C(CNc1ccc(Cl)cc1)N1CCN(c2ncnc3c2cnn3-c2ccccc2)CC1	94	66	51	27	30	51	74	26
CCOC(=O)c1cc(Cl)c2c(ccc3ccccc32)n1	101	105	101	105	123	95	102	102
C=CCSc1nnc(-c2ccc(-c3nc4ccc(Cl)cc4[nH]3)cc2)o1	39	68	60	39	39	-23*	39	36
CCCCN1C(=O)c2c(/C=C/C(=O)OCC)ccc3c(OC)cc(/C=C/C(=O)OCC)c(c23)C1=O	72	108	90	80	85	96	55	75
COc1ccc(NC(=O)CSc2nnc3n(Cc4ccccc4)c(=O)c4c(C)c(C(N)=O)sc4n23)cc1	93	100	99	95	90	97	102	108
Nc1ccc(C(=O)NCCSCCN2CCCCC2)cc1	113	84	107	87	103	118	105	99
O=C(Nc1cccc(NC(=O)C(=O)O)c1)Oc1ccccc1	97	x	117	x	x	107	101	102
COc1cc(NC2CCCCC2O)c2nc(-c3ccc(Cl)cc3)ccc2c1 (configuration not stated)	124&73	105&101	97&94	95&84	80&92	87&68	77&41	98&97
O=[N+]([O-])c1ccc(O)cc1Br	102	108	109	105	98	100	95	93
O=c1cc(S(=O)(=O)Cc2ccccc2)[nH]c(=O)[nH]1	94	115	108	x	132	111	101	143
COc1ccc(-c2nc3c(c(-c4ccc(Cl)cc4)nn3-c3ccccc3)c(-c3ccc(Cl)cc3)c2C#N)cc1	108	100	108	94	107	106	105	101
O=C(NC1CCOC1=O)OCc1ccccc1 (configuration not stated)	135	102	97	99	128	108	96	x
CC1CCN(CN2N=C3c4ccsc4CCCC3CC2=O)CC1 (configuration not stated)	117	99	108	92	114	92	98	99
CC1=C(C(=O)Nc2ccc(C)cc2)C(c2ccc(F)cc2)C2=C(CC(C)(C)CC2=O)N1 (configuration not stated)	97	102	107	90	95	95	97	93
CC(=O)c1c(C)nc(-c2cc(C)cc(Cl)c2)nc1-c1cccc(Oc2ccccc2)c1	75	81	76	52	x	-4.8*	78	77
N=C(N)c1ccc(/C=C/c2ccc(C(=N)N)cc2O)cc1	107	101	129	105	102	128	101	93
Nc1ccc(Cl)cc1C(=O)O	99	98	122	110	x	117	100	101
COc1cc(/C=N/NC(=O)c2ccc(OCc3nc4ccc(Cl)cc4[nH]3)cc2)cc(OC)c1OC	14	42	32	17	74	38	26	-20*
COC(=O)C1(C)CCC[C@]2(C)[C@H]3C[C@H]4C(C(C)C)=C[C@]3(CC[C@@H]12)[C@H]1[C@@H]4[C@@H](OC(=O)c2ccco2)CC[C@@H]1OC(=O)c1ccco1 (some centres not stated)	108	110	104	93	107	104	111	102
C=C(C)[C@@H]1CC[C@]2(C#N)CC[C@]3(C)[C@H](CC[C@@H]4[C@@](C)(CCc5nn[nH]n5)[C@H](C(=C)C)CC[C@]43C)[C@@H]12	104	101	107	83	115	100	x	80
CCOc1ccc2nc(NC(=O)Nc3ccccc3C)sc2c1	49	68	54	47	48	-11*	x	60
CCCCCCCCCCCCCC(=O)c1ccccc1	94	88	108	95	90	103	92	100
COc1ccc(C2NC(=O)NC=C2C(=O)c2cc3ccccc3oc2=O)cc1 (configuration not stated)	106	102	110	86	103	101	86	95

Compound activity deposited in PubChem by NCI.
